NR2E3 ag-1: activates human photoreceptor nuclear receptor NR2E3; hit rate 0.12% among 320,000; GST-NR2E3/biotin-RetCOR TR-FRET, 1536-well; Q9Y5X4; inhibition of corepressor binding, % at 4.78 µM; AID 2300;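 active = percent inhibition above the cutoff of mean plus 3 SD of all tested compounds, set per screening campaign, cut at about 20% in these data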;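 also: 0% = DMSO wells and 100% = biotin wells as full block of FRET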
Target sequence (Q9Y5X4 whole entry, looked up): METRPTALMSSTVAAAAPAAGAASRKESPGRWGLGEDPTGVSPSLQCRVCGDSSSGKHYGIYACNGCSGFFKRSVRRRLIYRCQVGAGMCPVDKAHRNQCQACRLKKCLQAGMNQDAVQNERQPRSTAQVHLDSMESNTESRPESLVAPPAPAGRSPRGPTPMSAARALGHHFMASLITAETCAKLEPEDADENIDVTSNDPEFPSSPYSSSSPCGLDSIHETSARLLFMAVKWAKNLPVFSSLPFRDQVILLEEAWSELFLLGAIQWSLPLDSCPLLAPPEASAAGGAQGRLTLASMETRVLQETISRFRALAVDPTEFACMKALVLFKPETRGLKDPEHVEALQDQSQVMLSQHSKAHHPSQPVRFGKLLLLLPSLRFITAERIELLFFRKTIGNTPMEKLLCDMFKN
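Material – GST-tagged NR2E3 plus biotinylated RetCOR corepressor · Quantity – NR2E3 fusion 1.35 nM · Times – 5 h incubation at 4 °C · Medium – pH 7.5 Tris-based buffer · Technique – TR-FRET, Eu(K)-anti-GST donor, streptavidin-D2 acceptor, ex 340, em 617/671 nm · Benchmarks – high control biotin, low control 0.6% DMSO · Format – 1536-well plates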
CF NFkB block: blocks PAF-induced NF-kB reporter in cystic fibrosis cells | inhibition, % at 5 µM | KKLEB NF-kB-GFP reporter, GFP fluorescence overnight | hit rate 0.86% among 360,000 | AID 588850;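 active = at least 50% inhibition at 5 µM, scaled per plate between neutral and stimulator controls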;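 also: PAF is a Pseudomonas aeruginosa culture filtrate used as stimulus; plate controls were PAF-stimulated DMSO wells for no effect and unstimulated DMSO wells for full effect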
NR2E3 ag-2: human photoreceptor-specific nuclear receptor agonism | hit rate 0.35% among 360,000 | AID 602229 | inhibition of corepressor binding, % at 3.98 µM | CHO-S Gal4-NCOR/VP16-NR2E3 two-hybrid, luciferase;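 active = inhibition above the mean of all tested compounds plus 3 SD, cut at about 70% in these data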;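 also: 0% = DMSO with NR2E3 transfected cells and 100% = cells lacking NR2E3 construct; higher means lower luciferase signal from less NR2E3 corepressor binding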
TRPM1 prom inh: inhibitors of MITF-driven TRPM1 promoter in melanoma cells | hit rate 0.83% among 330,000 | inhibition, % at 12.5 µM | SK-MEL-5 TRPM1 promoter luciferase, 24 h;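 active = mean inhibition across replicates of 60% or more, whatever share of single replicates reaches that level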; also: values of inactives mirror those of a sister screen read the other way
Peg3 promoter: Peg3 promoter activity inhibition; hit rate 1.7% among 360,000; inhibition, % at 20 µM; HeLa PEG-Prom luciferase reporter, luminescence, overnight;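 active = inhibition of at least 50% at 20 µM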
TWEAK Fn14 block: inhibitors of TWEAK-Fn14 interaction signaling | hit rate 2% among 360,000 | inhibition, % at 10 µM | TWEAK-stimulated Fn14 reporter cells, luciferase luminescence, 8 h | AID 1159606; in the data active = inhibition above about 50%
hiPSC survival: enhancers of human iPSC single-cell survival. survival enhancement, % at 20 µM. hiPSC single-cell survival, ATPlite luminescence; 100% = ROCK inhibitor wells, 0% = DMSO. hit rate 0.044% among 360,000; in the data active = survival enhancement above about 18%;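 also: cells exposed to compounds for 16 hours before the ATP read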
HIF-2a block: inhibitors of HIF-2a. 786-0 RCC cells HIF-2a reporter, luciferase luminescence, overnight. inhibition, % at 18.8 µM. hit rate 0.72% among 360,000;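 active = inhibition of the luminescence signal of 40% or more relative to plate controls, in a single-dose primary screen at 18.75 µM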
aDG glyco act: alpha-DG glycosylation activation; Pro5-aDG cells, alpha-DG glycosylation AlphaScreen (IIH6); 0% Pro5, 100% B10-LARGE cell signal; activation, % at 10 µM; hit rate 0.22% among 360,000;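 active = activation of at least 8% versus controls, or a plate z-score of at least 8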;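 also: Pro5 are CHO cells carrying HIG-tagged alpha-DG that lacks glycosylation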
Shn3 inh set2: Schnurri-3 reporter inhibition in Clone20 osteoblasts; Clone20 osteoblast Shn3 3'UTR firefly luciferase, 24 h; inhibition, % at 12.5 µM; hit rate 0.52% among 360,000;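 active = mean inhibition of at least 75% with every replicate also reaching 75%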;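 also: 0% = median of neutral control wells and 100% = pilot-screen positive control compound; some compounds past the cut are filed as inactive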
KKLEB cytotox: reduces viability of KKLEB cystic fibrosis airway cells | KKLEB CF airway cells viability, ATPlite luminescence, overnight; hits give low values; cells stimulated with P. aeruginosa culture filtrate | hit rate 0.36% among 360,000 | AID 602141 | activity change (cytotoxicity), % at 5 µM;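 active = corrected activity change at or below -50% at 5 µM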
An asterisk follows results filed as active; x = not tested or not shown.

canonical_smiles,NR2E3 ag-1,CF NFkB block,NR2E3 ag-2,TRPM1 prom inh,Peg3 promoter,TWEAK Fn14 block,hiPSC survival,HIF-2a block,aDG glyco act,Shn3 inh set2,KKLEB cytotox
CCS(=O)(=O)Nc1cc(C(=O)OC)ccc1C(=O)OC,1,4,-6,13,-1,-4,8.4,10,0.1,-3,-4
O=C1C=C(NCCOC23CC4CC(CC(C4)C2)C3)C2(CCCCC2)O1,1,14,-31,3,26,0,-0.5,12,-0.1,-8,-11
Cc1occc1C(=O)NCc1ccccc1F,3,2,-19,-4,8,3,-0.2,12,0.1,-18,0
NC(=O)CSc1nnc(Cc2csc(Nc3ccc(F)cc3)n2)n1Cc1ccccc1,-5,0,-18,-11,2,-6,8.1,17,0.3,-38,-12
COCc1ccc(C(=O)N2CCCC(N3CCN(c4ccccc4C)CC3)C2)s1 (stereo not drawn),-1,18,-18,5,9,-1,-0.6,-4,-0.1,11,-4
CCn1c(SCC(=O)Nc2ccc(C(C)=O)cc2)nc2nc3c(cc2c1=O)CCCC3,-2,-22,-48,-34,-36,-45,3.5,-138,-0.2,-15,-20
Cc1cc(C)c2cc(C#N)c(SCC(=O)NCC3CCCO3)nc2c1 (stereo not drawn),2,-12,-14,16,12,11,-3.3,7,0.0,-23,0
N#Cc1ccc2ccn(CC(=O)NCc3ccccc3)c2c1,3,16,-2,17,7,0,-2.0,9,0.3,8,2
COc1ccc(CCNC(=O)CSc2ccsc2[N+](=O)[O-])c(OC)c1,2,-2,-27,-1,9,0,0.2,4,0.0,18,6
Cc1ccc2nc3c(cc(C(=O)NCc4ccco4)c(=N)n3Cc3ccco3)c(=O)n2c1,9,11,-21,10,40,13,-0.6,2,1.5,6,-13
CC(C)CCn1c(=O)c2ccccc2n2c(=S)[nH]nc12,3,8,-19,-10,18,-12,-0.5,8,0.1,-5,-4
CC1=C(C(=O)Nc2ccccc2)C(c2ccco2)C(C#N)=C(SCC(N)=O)N1 (stereo not drawn),1,-8,-8,8,9,-1,-0.7,7,-0.1,2,8
Cc1nc2c(C)cccn2c1/C(O)=C1\C(=O)C(=O)N(CCN2CCOCC2)C1c1ccncc1 (stereo not drawn),0,1,2,0,15,6,3.0,11,0.0,-3,3
CCOC(=O)N1CCc2c(sc(NC(=O)c3ccc(S(=O)(=O)N4CCCC4)cc3)c2C#N)C1,5,5,5,3,28,21,-1.7,7,-0.2,6,-3
CC(C)(C)C(=O)N1CCc2cc(-c3csc(N)n3)ccc21,0,-5,-18,12,-29,67*,-6.5,-15,-0.2,44,0
CC(NC(=O)c1cccnc1)C(c1cccs1)N1CCN(C)CC1 (stereo not drawn),-2,3,-18,x,-7,-13,1.3,6,-0.2,-9,-3
O=C(Nc1cccc(OC(F)(F)F)c1)C1Cc2c(-c3ccc4c(c3)OCO4)ccnc2O1 (stereo not drawn),x,26,81*,x,22,5,0.0,15,-0.2,-2,-20
O=C(c1c[nH]c2ccccc12)C(O)C(c1ccccc1)N1CCOCC1 (stereo not drawn),5,11,12,-6,0,-8,7.1,3,0.2,-3,-9
N#Cc1cccc(CSc2ncnc(N)n2)c1,-1,-13,-43,12,-4,10,-0.8,3,0.0,-9,18
O=C(Nc1ccc(Cl)cn1)c1cccc(S(=O)(=O)N2CCCC2)c1,1,-5,-1,-4,-30,34,1.3,-45,0.0,-2,-2

(listing goes on)
canonical_smiles,NR2E3 ag-1,CF NFkB block,NR2E3 ag-2,TRPM1 prom inh,Peg3 promoter,TWEAK Fn14 block,hiPSC survival,HIF-2a block,aDG glyco act,Shn3 inh set2,KKLEB cytotox
Cc1c(C)c2ccc(OC(C)C(=O)NCCCn3ccnc3)c(C)c2oc1=O (stereo not drawn),-1,2,-17,-1,4,13,1.8,2,-0.1,9,-3
CN(C)c1cc2c(cc1NC(=O)c1ccccc1Cl)n(C)c(=O)n2C,-2,11,-7,14,8,-14,1.2,1,0.0,20,-4
CSc1ccc(CN2CCC(C)(Oc3ccc(F)cc3)C2)cc1 (stereo not drawn),x,-10,-10,x,-16,-6,1.4,3,-0.3,-8,-15
CCOC(=O)c1[nH]c(C)c(C(=O)NC(C)(C)C)c1C,0,6,0,-1,-1,10,0.2,0,0.3,3,-2
CC(C)NC(=O)c1cc(-c2cccs2)on1,-5,5,-95,-31,-188,-21,-2.0,-210,0.5,-57,-13
CCOc1ccc2[nH]c(=O)c(CN(CCO)C(c3nnnn3C3CCCCC3)C(C)C)cc2c1 (stereo not drawn),x,-5,-35,-7,26,14,-0.7,9,0.3,4,0
COc1cccc(CN(C)C(=O)c2ccccc2Sc2ccccc2C#N)c1,3,21,15,7,28,8,-0.5,15,-0.1,11,-5
CS(=O)(=O)N1CCN(c2ccccc2F)CC1,-2,5,-15,-5,10,-13,3.0,6,-0.3,3,-1
Cc1nn(-c2ccc(F)cc2)c(-n2cccc2)c1C(=O)N1CCN(C(=O)c2ccco2)CC1,-2,8,-2,-9,-10,1,-0.5,-8,-0.1,3,7
COCc1cc(C)nc(SCc2ccc([N+](=O)[O-])cc2)c1C#N,6,16,13,-21,4,-12,-0.9,-5,-0.1,21,-22
Cc1cc(C(=O)N/N=C2\CCCc3ccccc32)c(C)o1,7,8,-58,-25,-123,-43,0.3,-166,-0.3,-20,-4
N#C/C(=C\c1ccccn1)c1nc2ccccc2s1,-2,-12,-78,30,-156,33,-0.3,-171,0.2,-25,-1
Cc1ccc(C(=O)COC(=O)c2ccc(-c3cnc4ccccc4n3)cc2)cc1C,4,-3,-63,-9,-58,20,0.2,-48,0.0,8,7
N#CC(C#N)=Cc1ccc(OC(=O)c2ccccn2)cc1,-1,-7,-15,-16,-6,38,-2.3,-3,-0.2,1,16
Cc1ccc(CNCc2ccc3c(c2)OCO3)cc1,5,2,-20,5,8,-5,-0.4,11,0.0,-1,5
COc1ccc(CN2CCN(C(=O)Cn3nc(C(=O)O)c4ccccc4c3=O)CC2)cc1F,5,-2,-49,-2,15,-15,-0.3,6,-0.2,0,-2
O=C1Nc2ccccc2C1=Nc1cccc([N+](=O)[O-])c1,2,-2,-1,11,25,0,0.0,9,0.8,15,2
Cn1c(CC(=O)Nc2ccc(Cl)c(Cl)c2)nnc1SCC(=O)N1CCN(c2ccccc2)CC1,1,48,-47,-10,27,51*,-1.5,3,0.3,30,-18
Cc1cc(Cl)c2oc(C(=O)N(C)Cc3nccn3C)c(C)c2c1,x,-12,-21,-7,-21,-38,6.3,-56,2.7,6,-4
COc1cc(/C=N\NC(=O)c2sc(N)nc2C)cc(OC)c1OC,1,-30,1,-7,-48,-7,-3.1,-28,-0.1,-31,-3

Additional entries:
canonical_smiles,NR2E3 ag-1,CF NFkB block,NR2E3 ag-2,TRPM1 prom inh,Peg3 promoter,TWEAK Fn14 block,hiPSC survival,HIF-2a block,aDG glyco act,Shn3 inh set2,KKLEB cytotox
COc1ccc(NS(=O)(=O)c2ccc(Oc3ncccn3)cc2)cc1,4,13,34,1,28,10,0.8,2,0.3,27,-2
CC(Sc1nc2ncc(Cl)cc2[nH]1)C(=O)c1c(N)n(C)c(=O)n(C)c1=O (stereo not drawn),-1,-12,-7,-7,11,15,0.2,16,-0.1,1,2
Cc1ccc(-c2nc(CS(=O)(=O)CC(=O)N3CC(C)CC(C)C3)c(C)o2)cc1 (stereo not drawn),3,-5,43,x,14,-2,-1.1,4,0.0,22,8
CCc1cc(Cn2nc(C(=O)O)cc2-c2ccccc2)on1,0,4,-13,1,-2,9,3.7,3,0.3,1,-12
CC(=O)N1CCCc2cc(S(=O)(=O)N3CCc4ccccc4C3)ccc21,4,-4,21,-1,0,-9,4.8,12,0.4,x,11
Nc1ccccc1Nc1ccc([N+](=O)[O-])cc1[N+](=O)[O-],4,-1,-2,4,8,9,0.0,22,-0.1,4,-2
O=C(Nc1ccccc1C(=O)O)c1cc(S(=O)(=O)N2CCCCCC2)ccc1Cl,5,-5,-74,23,-24,0,-0.4,-25,-0.1,-1,5
CC1(C(=O)OCC(=O)Nc2ccccc2Cl)CC1(Cl)Cl (stereo not drawn),2,2,19,-5,6,10,-5.3,8,-0.2,-17,2
COCc1cc(C)nc(OCC(=O)N/N=C/c2ccc(OC)c(O)c2)c1C#N,1,-2,-6,3,8,0,-1.3,10,-0.2,17,-13
Cc1ccccc1NC(=O)NC1(C(=O)NCc2ccco2)CCCCC1,2,14,-7,-6,3,-6,0.2,14,-0.1,6,14
Cc1cc(C)c2c(=O)c3c(oc2c1)C(=O)N(CCO)C3c1cccc(O)c1 (stereo not drawn),-2,-10,6,5,10,-31,0.7,9,0.4,6,-1
CCCS(=O)(=O)N1CCN=C1SCc1ccc(C)cc1,-1,-10,-10,-3,-44,-8,7.1,-47,-0.2,-25,12
Cc1cc(C(=O)Nc2c(C)n(C)n(-c3ccccc3)c2=O)on1,0,6,-8,x,8,-7,0.5,5,0.0,-14,-3
CSc1ccc(NC(=O)Nc2cccn(Cc3ccccc3)c2=O)cc1,-2,22,-11,2,-64,15,0.8,-73,2.3,16,-14
CCc1cc(C(=O)OC)c(NC(=O)CC2Sc3ccc(C(F)(F)F)cc3NC2=O)s1 (stereo not drawn),2,-15,-20,15,6,-3,0.6,20,0.1,18,5
COCCOC(=O)c1[nH]c2c(c1C)C(=O)CC(c1cc(OC)ccc1OC)C2 (stereo not drawn),2,31,-34,12,8,15,-5.1,-27,0.0,18,-6
CN1CCN(C(=O)c2ccc(S(=O)(=O)c3ccc(Br)cc3)cc2)CC1,0,6,5,5,2,1,-4.2,24,0.1,-5,-5
N#Cc1ccccc1CSc1nc2ccc(NC(=O)c3ccccc3C(=O)O)cc2s1,-1,8,-124,-32,-60,0,1.1,-144,-0.2,-88,-11
COCC(=O)N(Cc1cc2ccc(C)cc2[nH]c1=O)c1ccc(C)cc1C,-2,8,-6,-14,13,-11,-0.4,26,0.0,28,-11
CCOc1ccccc1NC1=C(Cl)C(=O)N(c2ccc(OC)cc2)C1=O,3,-1,18,13,4,8,-1.8,9,0.1,-11,-3
COc1cc(C)c(NC(=O)COc2ccc3c(c2)OCO3)cc1C,6,1,-39,-28,-110,-12,0.0,-142,0.0,-40,-3
O=C(O)c1sc2cc(C(F)(F)F)cnc2c1-c1cccs1,-3,-9,5,-4,12,-5,0.4,15,-0.3,3,4

Structural class: the entries above with a tert-butyl group (2)
canonical_smiles,NR2E3 ag-1,CF NFkB block,NR2E3 ag-2,TRPM1 prom inh,Peg3 promoter,TWEAK Fn14 block,hiPSC survival,HIF-2a block,aDG glyco act,Shn3 inh set2,KKLEB cytotox
CC(C)(C)C(=O)N1CCc2cc(-c3csc(N)n3)ccc21,0,-5,-18,12,-29,67*,-6.5,-15,-0.2,44,0
CCOC(=O)c1[nH]c(C)c(C(=O)NC(C)(C)C)c1C,0,6,0,-1,-1,10,0.2,0,0.3,3,-2
